KOR beta-arrestin-1 – KOR agonists, beta-arrestin recruitment, primary screen, cell-based, luminescence, uHTS (AID 1777) | KOR beta-arrestin recruitment, luminescence; higher % means a stronger effect | activation, % at 10 µM, or EC50 in µM where a hit was titrated | hit rate 0.02% among 280,000; in the data active means activation above about 50%, passing the limit was not always enough; further: a part of the inactive calls stands beside numbers as strong as those of hits
NOD1 inhibition – inhibition of NOD1-driven NF-kB reporter – cell-based, luminescence, uHTS, primary screen (AID 1578). hit rate 1% among 290,000. NOD1-driven NF-kB luciferase reporter cells, luminescence; higher % means a stronger effect. inhibition, % at 4 µM, or EC50 in µM where a hit was titrated; in the data active means inhibition mostly above about 36%, no sharp cut-off; inactive means mostly below about 34%;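 further: HEK-293T reporter cells stimulated with the NOD1 agonist gamma-tri-DAP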
NTR1 agonist – agonists of NTR1, primary screen, imaging, U2OS cells, beta-arrestin-GFP, high content (AID 493036) | P30989 | NTR1-U2OS beta-arrestin-GFP spot imaging, agonist mode | activation, % at 20 µM | hit rate 0.17% among 330,000;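 active means activation at or above 40% of the spot to cytoplasm intensity ratio, with at least 20 cells analyzed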;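 further: 0% = DMSO without peptide and 100% = 100 nM NTR1 peptide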
Target sequence (P30989 whole entry, looked up): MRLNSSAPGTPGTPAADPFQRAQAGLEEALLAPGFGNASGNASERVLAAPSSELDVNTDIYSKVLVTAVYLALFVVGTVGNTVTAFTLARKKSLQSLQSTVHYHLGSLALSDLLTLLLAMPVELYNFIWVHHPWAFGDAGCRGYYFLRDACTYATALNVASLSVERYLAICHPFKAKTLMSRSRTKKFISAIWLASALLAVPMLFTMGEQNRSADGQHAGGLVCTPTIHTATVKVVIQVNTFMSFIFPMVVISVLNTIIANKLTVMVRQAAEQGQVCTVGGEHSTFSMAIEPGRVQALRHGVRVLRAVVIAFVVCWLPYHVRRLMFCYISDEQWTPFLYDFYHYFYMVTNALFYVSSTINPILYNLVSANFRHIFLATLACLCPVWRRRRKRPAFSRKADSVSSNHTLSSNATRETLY
GPR55 beta-arrestin – selective activators of receptor GPR55 – imaging, U2OS cells, beta-arrestin-GFP redistribution, primary screen (AID 1961). one-dose activation, % at 10 µM; EC50 in µM for titrated hits. U2OS GPR55 beta-arrestin-GFP redistribution imaging; higher % means a stronger effect. hit rate 0.048% among 290,000;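 active means activation above 40% with more than 50 cells counted in the well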;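 further: U2OS osteosarcoma cells stably expressing GPR55 and beta-arrestin-GFP; plate controls were DMSO negative control for no effect and LPI positive control for full effect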
MgcRacGAP inhibition – MgcRacGAP GTPase-activating activity inhibitors, confirmation, biochemical, ADP Hunter fluorescence; one-dose inhibition, % at 30 µM; IC50 in µM for titrated hits; MgcRacGAP-stimulated Rac1 GTP hydrolysis, ADP Hunter fluorescence; higher % means a stronger effect; GST-tagged Rac1 F28L mutant substrate; AID 624330; hit rate 0.6% among 340,000;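 active means first-screen hits whose inhibition reached a set limit at any dose in the follow-up dose series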;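 further: fluorescence reports GDP produced by GAP-driven GTP hydrolysis; strong numbers were not always called active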
GPR35 arrestin U2OS – GPR35 antagonists blocking zaprinast-driven arrestin recruitment, primary screen, imaging, U2OS, beta-arrestin-GFP, zaprinast agonist (AID 2058) | U2OS GPR35 beta-arrestin-GFP translocation imaging, zaprinast antagonism; higher % means a stronger effect | inhibition, % at 10 µM, or IC50 in µM where a hit was titrated | hit rate 0.052% among 290,000;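 active means inhibition of at least 50% with at least 30 cells and total cytoplasm GFP at most 10,000,000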
KOR beta-arrestin-2 – kappa opioid receptor blockers – cell-based, luminescence, uHTS (AID 1778); KOR beta-arrestin recruitment, luminescence, antagonist mode; higher % means a stronger effect; hit rate 0.091% among 290,000; one-dose inhibition, % at 10 µM; IC50 in µM for titrated hits; in the data active means inhibition above about 50%; further: strong numbers were not always called active
GPR55 antagonists – GPR55 antagonists blocking LPI-driven arrestin recruitment, primary screen, imaging, U2OS, beta-arrestin-GFP, LPI agonist (AID 2013); inhibition, % at 10 µM, or IC50 in µM where a hit was titrated; U2OS GPR55 beta-arrestin-GFP translocation imaging, LPI antagonism; higher % means a stronger effect; hit rate 0.13% among 290,000;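 active means spots per cell inhibited over 60%, with over 100 cells counted and total cytoplasm intensity under 500,000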;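 further: U2OS cells stably carrying GPR55 and arrestin-GFP stimulated by 5 µM LPI near EC80; imaged beta-arrestin-GFP aggregate spots per cell after agonist stimulation; plate controls were LPI-stimulated DMSO wells for no effect and DMSO wells without LPI for full effect; some results filed as inactive read as strong as hits; confirmed hits need IC50 under 10 µM and bright autofluorescent wells are also inconclusive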
K1F lysis inhibition – protection from phage-mediated lysis, alamar blue read-out – E. coli UTI89, K1F phage, bacterial capsule biogenesis inhibitors (AID 488966); inhibition, % at 100 µM; hits with a dose series show IC50 in µM; hit rate 0.02% among 340,000; E. coli UTI89 K1F phage lysis, alamar blue, 2 h; higher % means a stronger effect;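 active means phage lysis inhibition, versus mean bacterial control, above a set limit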;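 further: capsule biogenesis inhibitors block K1F phage lysis so surviving cells raise fluorescence; higher fluorescence means more inhibition of phage lysis; actives were called in the ten point dose series up to 300 µM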
NTR1 agonist cell count 20 µM – second read-out of NTR1 agonist, no call of its own (marks repeat the call); cell count; measured here: cell count, cytotoxicity flag
An asterisk follows results filed as active; x = not tested or not shown; & = joins results of further samples; [ ] = remark or other dose. The list is partial (hit frequency here may not be typical).

SMILES	KOR beta-arrestin-1	NOD1 inhibition	NTR1 agonist	NTR1 agonist cell count 20 µM	GPR55 beta-arrestin	MgcRacGAP inhibition	GPR35 arrestin U2OS	KOR beta-arrestin-2	GPR55 antagonists	K1F lysis inhibition
Cc1nnc(SCc2nnc(-c3ccccc3)o2)n(N)c1=O	-5.4%	-1%	0.2	44	-0.1%	6%	12%	-17%	13%	1.0%
Cn1ccnc1SCC(=O)Nc1cccc(S(=O)(=O)N2CCCCC2)c1	-1.9%	-44%	2.7	47	0.4%	2%	-5%	-10%	9%	0.0%
COc1ccc(Br)cc1-c1nc(C)c(C(C)=O)n1O	-3.2%	-12%	0.5	58	-0.1%	8%	-1%	-8%	11%	2.0%
O=C(N/N=C/c1ccccc1[N+](=O)[O-])C(=O)N1CCCC1	-0.9%	-57%	0.0	34	-0.2%	3%	30%	6%	15%	-0.2%
C/C(=N/NC(=O)c1ccccn1)c1ccncc1	-5.3%	-4%	-1.6	92	-0.1%	1%	24%	-12%	-1%	0.0%
Cc1cccc(C)c1NC(=O)NC1(C(=O)N2CCCC2)CCCCC1	1.4%	-20%	0.3	65	0.5%	11%	-10%	22%	14%	0.3%
CCn1c(C(=O)N2CCCC(C(=O)NCCCc3ccccc3)C2)cc2sccc21 (stereo not given)	10%	24%	6.5	39	-0.1%	8%	12%	-16%	-3%	-0.2%
CCOc1cc(N2CCOCC2)c(OCC)cc1NC(=O)CN1CCCC1	-5.4%	-18%	1.5	67	-0.1%	14%	-11%	-3%	-6%	5.2%
COc1ccc(N2C(=O)C(CC(=O)Nc3ccccc3)N(Cc3ccc(OC)c(OC)c3)C2=O)cc1 (stereo not given)	-4.5%	-18%	-0.4	92	-1.0%	10%	0%	-5%	2%	0.3%
Cc1nn(C)cc1CNC(=O)c1ccccc1Br	-4.2%	-23%	-0.3	66	-0.2%	-7%	-14%	12%	5%	-1.1%
CC(C)Sc1cc(N2CCCC2)nc(-c2ccccc2Cl)n1	-0.9%	8%	7.3	51	0.1%	5%	-1%	-8%	8%	1.4%[50 µM]
CC(C)CCNC(=O)C(=O)NCC1OCCCN1S(=O)(=O)c1cccs1 (stereo not given)	-2.9%	-16%	-1.0	73	0.4%	7%	-6%	12%	18%	0.6%[50 µM]
CC1=CCCC(C)(C)C1/C=C/C(C)=N/NC(=O)c1ccncc1 (stereo not given)	4.1%	x	1.3	59	-0.3%	2%	-1%	-6%	-2%	0.6%
Cc1cc2cc(CN(CCCO)S(=O)(=O)c3cccc4nsnc34)c(=O)[nH]c2cc1C	-0.5%	-17%	-1.4	60	0.4%	9%	-6%	0%	-5%	-1.2%
CCCC[n+]1ccn(C2=C([O-])c3ccccc3C(=O)/C2=N\S(=O)(=O)c2ccccc2)c1	0.3%	9%	0.5	69	-0.1%	7%	6%	-20%	11%	-1.2%
C=CCNC(=S)/C(=C(\[O-])c1ccc(Cl)cc1)[n+]1ccccc1	1.7%	2%	-1.3	38	-0.2%	3%	7%	-34%	-9%	-2.2%
Cc1ccc(NC(=O)Nc2cnccn2)cc1	2.0%	-11%	0.9	64	-0.1%	3%	-8%	-18%	-6%	-1.1%[50 µM]
CC(C)C(C(=O)O)N1CCS(=O)(=O)CC1 (stereo not given)	4.8%	-10%	1.8	38	0.0%	0%	7%	15%	2%	1.3%
COC(=O)c1cc(-c2c[nH]c3ccccc23)n[nH]1	0.0%	-32%	0.9	46	-0.2%	14%	-2%	-3%	5%	-0.3%
COC(=O)c1cccc(N2CCCC2=O)c1	-0.7%	-5%	1.6	55	-0.1%	9%	4%	-4%	1%	0.1%

Brought forward from above: 2 entries; new compounds follow.
SMILES	KOR beta-arrestin-1	NOD1 inhibition	NTR1 agonist	NTR1 agonist cell count 20 µM	GPR55 beta-arrestin	MgcRacGAP inhibition	GPR35 arrestin U2OS	KOR beta-arrestin-2	GPR55 antagonists	K1F lysis inhibition
COC(=O)c1cc(-c2c[nH]c3ccccc23)n[nH]1	0.0%	-32%	0.9	46	-0.2%	14%	-2%	-3%	5%	-0.3%
COC(=O)c1cccc(N2CCCC2=O)c1	-0.7%	-5%	1.6	55	-0.1%	9%	4%	-4%	1%	0.1%
CC(C)N=C(Nc1ccccc1)c1cccnc1	-0.6%	-6%	2.3	63	0.2%	7%	7%	0%	9%	0.1%
O=C1SC(c2ccccc2)=C/C1=C\N1CCCCC1	1.4%	-18%	1.0	43	0.3%	46µM*	-4%	-28%	3%	4.3%
CC(C)Oc1ccc(OCCn2c(S(=O)(=O)O)nc3c(N)ncnc32)cc1	-1.7%	-12%	-0.6	56	-0.2%	3%	15%	-8%	-8%	2.5%[50 µM]
CC(C)(C)n1ncc2c(=O)n(CC(=O)N3CCCCC3)cnc21	-2.2%	-22%	0.7	66	-0.1%	3%	2%	10%	18%	-0.1%
O=C(CSc1nnc(CNC(=O)c2ccco2)o1)Nc1nc2ccccc2s1	-4.0%	-44%	0.7	99	-0.5%	6%	6%	2%	10%	0.1%
Cc1ccc([N+](=O)[O-])c(OCCN2CCNCC2)c1	-3.0%	-44%	-1.9	83	0.1%	25%	-2%	-4%	-4%	-0.4%
CC(C)(C)c1ccc(OCc2nnc(SCC(N)=O)n2N)cc1	-3.8%	-27%	-0.5	46	-0.3%	7%	-6%	-13%	-13%	0.1%
CCN(CC)S(=O)(=O)c1ccc(N2CCc3cc(OC)c(OC)cc3C2)nc1	-1.8%	-18%	1.4	46	-0.3%	11%	-5%	-13%	7%	0.5%
O=C(C1CCN(S(=O)(=O)c2ccccc2)CC1)N1CCN(Cc2ccc3c(c2)OCO3)CC1	1.3%	-24%	0.8	52	0.3%	8%	-2%	-9%	3%	0.0%
CC(C)c1nc2sc3c(SCC(N)=O)ncnc3c2c2c1CCC2	0.0%	1%	13	53	-0.1%	11%	-10%	4%	1%	0.4%
O=C(/C=C/c1ccc(Cl)cc1Cl)N1CCN(c2ccc([N+](=O)[O-])c(N3CCOCC3)c2)CC1	1.6%	1%	5.0	68	-0.3%	12%	-9%	2%	-5%	4.1%[50 µM]
C=CCN1C(=O)c2ccc(C(=O)NCCc3ccc(OC)c(OC)c3)cc2C1=O	-5.2%	-36%	1.1	79	-0.1%	1%	-4%	7%	6%	-0.2%[50 µM]
COc1cccc(-n2ccnc2SCC(=O)N2CCCc3ccccc32)c1	-3.9%	-23%	4.9	58	0.1%	3%	-2%	34%	6%	-3.1%
COc1cc(C(=O)NCCC2=CCCCC2)ccc1OC1CCN(C(C)=O)CC1	1.1%	-33%	0.6	73	-0.1%	7%	-11%	-11%	-13%	0.1%
O=C(NC1CCCCC1)/C(=N\O)c1ccccn1	7.2%	10%	0.4	50	-0.1%	2%	2%	8%	0%	0.9%
COc1ccc(N2CCN(C(=O)C3CCN(C(=O)c4ccccc4Cl)CC3)CC2)cc1	-2.7%	-35%	-1.4	53	-0.2%	11%	-8%	0%	-5%	0.3%
O=C(NNC(=O)C1CCCCC1)c1ccncc1	-2.8%	-36%	-0.4	43	x	6%	-2%	2%	0%	-0.1%
Cc1ccc(-c2nc(-c3ccncc3)no2)cc1	-6.3%	-15%	x	x	-0.1%	6%	-2%	-5%	9%	4.4%[50 µM]
Nc1nonc1-n1nnc(C(=O)N/N=C/c2ccc(Cl)cc2Cl)c1CN1CCCC1	5.1%	-11%	1.5	39	-0.2%	5%	-2%	-38%	-2%	0.3%
Cc1cc(C)n2nc(S(=O)(=O)N(CC(C)C)CC(C)C)nc2n1	-4.2%	-23%	2.3	61	1.3%	9%	5%	23%	4%	6.8%
Cc1csc2c(SCC(=O)NNS(=O)(=O)c3cccc(C(F)(F)F)c3)ncnc12	1.4%	1%	0.4	60	-0.1%	0%	11%	7%	3%	1.0%
O=C1NC(=O)/C(=C/c2cccc([N+](=O)[O-])c2)N1	2.4%	9%	0.7	94	0.0%	7%	12%	0%	-3%	0.4%
CCC1(C)Cc2c(sc3nc(SC)nc(N)c23)CO1 (stereo not given)	1.4%	-30%	0.4	31	-0.1%	6%	-10%	-3%	1%	0.2%
O=S(=O)(NCCOc1ccccc1)c1ccc2ccccc2c1	2.0%	10%	-2.4	74	0.0%	4%	7%	14%	2%	0.8%
Cc1ccnc(NC(=O)c2ccc3c(c2)S(=O)(=O)c2ccccc2C3=O)c1	-4.7%	-2%	2.6	54	0.0%	14%	-3%	9%	5%	0.1%
COCCNC(=O)/C(C#N)=C/c1nc(N(C)C)n(-c2ccc(F)cc2)c1Cl	-2.2%	-8%	0.9	50	0.2%	8%	-14%	0%	7%	0.1%
O=C(NCCc1c[nH]c2ccccc12)C(=O)NCC(c1ccco1)N1CCN(c2ccccc2)CC1 (stereo not given)	1.9%	-29%	5.4	66	0.3%	6%	-7%	4%	9%	2.7%
COCCNC(=S)N1CCC(Cc2ccccc2)CC1	-7.0%	-4%	2.0	29	0.3%	-2%	1%	1%	10%	1.3%
CCCC(=O)c1c[nH]c(C(=O)N2CCOCC2)c1	-6.1%	-13%	-0.8	45	-0.1%	2%	5%	2%[20 µM]	5%	0.6%
Cc1nc2ccccc2n1S(=O)(=O)N(C)C	-2.2%	37%	-0.6	98	-0.1%	5%	-5%	15%	-11%	0.9%
CC(NCc1ccc(S(N)(=O)=O)cc1)C(=O)Nc1cccc(Cl)c1 (stereo not given)	3.4%	-10%	1.1	59	0.5%	10%	6%	9%	-8%	0.3%
O=C(NCCCN1CCOCC1)C1CCC(=O)N1CCc1ccccc1 (stereo not given)	1.8%	-11%	-3.4	80	-0.1%	8%	-2%	-10%	9%	-0.6%
CC(C)C(=O)Nc1nnc(CSCc2ccccc2F)s1	3.0%	-10%	-2.2	95	-0.1%	8%	3%	-16%	-7%	1.1%
CC(=O)Nc1nnc(COc2ccccc2)s1	x	-34%	-1.1	70	0.1%	6%	6%	-22%[20 µM]	5%	0.1%
O=C(Nc1cccc2ccccc12)c1nn(C23CC4CC(CC(C4)C2)C3)cc1[N+](=O)[O-]	2.2%	-18%	4.2	58	-0.1%	6%	-10%	-6%	18%	7.9%
CCCN1CCC(NC(=O)Cc2cccc(C)c2)CC1	-4.8%	-45%	0.5	57	-0.4%	4%	-2%	-22%[20 µM]	3%	0.1%
O=C(CCn1c(=S)oc2ccccc21)Nc1ccccc1Br	-2.1%	-12%	-0.9	104	0.0%	11%	8%	-10%	3%	0.1%
C/C(N)=C(/C#N)C(=O)CSc1nnc(Cc2ccccc2F)n1N	-4.8%	-4%	0.0	58	0.3%	8%&4%	-13%	7%	10%	0.1%&3.7%

Compound activity deposited in PubChem BioAssay by several laboratories.
